RNase H inhibition = RNase H inhibition, HIV 1 Gag Pol polyprotein, FRET biochemical assay, screening (AID 372) | HIV-1 RT RNase H, FRET RNA/DNA substrate fluorescence; higher % means a stronger effect | inhibition, % at 10 µM, or IC50 in µM where a hit was titrated | 0.77% of 100,000 active; in the data active = inhibition above about 50%
Active calls of the source: *. This is a subset, so the mix of outcomes need not match the whole.

SMILES,RNase H inhibition
COc1ccc(C2NC(=O)NC(C)=C2C(=O)OCc2ccccc2)cc1OC (configuration not stated),12.0%
COCCCNC(=O)c1ccc([N+](=O)[O-])o1,8.0%
Cc1c(C(=O)OC(C)C)sc(NC(=O)/C=C/c2ccc3c(c2)OCO3)c1C(=O)OC(C)C,8.0%
CCOC(=O)c1ccc(NC(=S)NC(NC(=O)CC(C)C)C(Cl)(Cl)Cl)cc1 (configuration not stated),14.0%
CCC1(C)CC(CCNCc2ccc(F)cc2)(c2ccc(OC)cc2)CCO1 (configuration not stated),4.0%
COc1ccc(Br)cc1C=NN1CCN(Cc2ccccc2)CC1,7.0%
CCOc1ccc(C(=O)Nc2ccc3oc(-c4cccc(Br)c4)nc3c2)cc1[N+](=O)[O-],36.0%
COc1cc(C2C3=C(CC(C)(C)CC3=O)NC3=C2C(=O)CC(C)(C)C3)ccc1OCc1ccccc1,13.0%
N/C(=N\OC(=O)c1cccc(Br)c1)c1ccccc1,10.0%
C=CCN1C(=O)/C(=C/c2ccccc2OCCOc2cc(C)cc(C)c2)SC1=S,13.0%
COCCCn1c(O)c(C2=c3ccccc3=NC2=O)sc1=S,0.0%
Cc1cc(C)c(C(=O)c2ccc(C(N)=O)cc2)c(C)c1,0.0%
O=C(CC(=O)c1ccccc1)Nc1ccc(C(=O)O)cc1,6.0%
C=C(C)Cn1c(-c2ccc(Cl)cc2Cl)n[nH]c1=S,8.0%
O=[N+]([O-])c1ccc2c(c1)ONC(c1ccc(Cl)cc1)=N2,12.0%

Later entries:
SMILES,RNase H inhibition
COc1ccc(C2Nc3ccc(Cl)cc3C(c3ccccc3)O2)cc1 (configuration not stated),0.0%
COc1ccc(CN2CCN(Cc3cccc(F)c3)CC2)cc1OC,11.0%
CCCCOC(=O)c1ccc(NC(=O)COc2ccc3c(c2)oc(=O)c2ccccc23)cc1,31.0%
Cc1cc(NS(=O)(=O)c2ccc(NC(=O)C(C)Oc3cccc(Cl)c3)cc2)nc(C)n1 (configuration not stated),0.0%
O=C(Nc1cc([N+](=O)[O-])ccc1F)c1ccc2ccccc2c1,4.0%
Cc1c(-n2c(O)c(C3=c4cc(Br)ccc4=NC3=O)sc2=S)c(=O)n(-c2ccccc2)n1C,7.0%
CSc1nc2c(c(-c3ccc(Cl)cc3)c1C#N)C(=O)CC(C)(C)C2,5.0%
CC(/C=N/NC(=O)c1cc(C)[nH]n1)=C\c1ccccc1,23.0%
O=C(Nc1ccccn1)c1cc(Br)ccc1Cl,2.0%
COc1ccc(Cl)cc1NC(=O)c1nn2c(C(F)(F)F)cc(-c3cccs3)nc2c1Cl,0.0%
COc1ccc(Cl)cc1C(=O)NCCN1CCOCC1,7.0%
COc1ccc(OC)c(NC(=O)C(=O)N/N=C/c2cccnc2)c1,0.0%
Oc1ccc(N=Cc2ccc(-c3cccs3)s2)cc1,33.0%
CC(=O)Nc1c(O)nc(SCc2ccc([N+](=O)[O-])cc2)[nH]c1=O,3.0%
COc1ccccc1N1CCN(/N=C\c2ccc(O)cc2O)CC1,8.0%

The list continues:
SMILES,RNase H inhibition
CCCCN(CCCC)S(=O)(=O)c1ccc(NC(C)=O)cc1,8.0%
O=C(Nc1cccc(C(F)(F)F)c1)c1ccc(Br)c([N+](=O)[O-])c1,2.0%
Cc1ccc(/C=C2\SC(=S)N(CCC(=O)Nc3cc(Cl)ccc3O)C2=O)cc1,10.0%
C=CCc1ccc(OCCCOc2ccccc2C(C)=O)c(OC)c1,3.0%
CCOC(=O)c1ccccc1NC(=O)COc1ccccc1,26.0%
COc1ccc(/C=C(/NC(=O)c2ccccc2)C(=O)N=Nc2c(O)[nH]c3ccc(Br)cc23)cc1OC,14.0%
O=C(Nc1ccc(S(=O)(=O)N2CCCCC2)cc1)c1ccc(Cl)cc1,9.0%
CCN(CC)CCCOc1ccccc1OC,3.0%
Cc1cccc(NC(=O)/C(C#N)=C\c2cc(C)n(-c3cccc(Cl)c3)c2C)c1,14.0%
COc1ccccc1CNC(=O)c1cccc(N(C)C)c1,56.0%*
Cc1ccc(NC(=O)COc2ccc(Br)cc2Cl)cc1,46.0%
CCCCn1cnc2sc3c(c2c1=N)CCCCC3,13.0%
Cc1cccc(C(NC(N)=O)c2ccccc2)c1 (configuration not stated),4.0%
O=C(CCCN1C(=O)/C(=C\c2cccs2)SC1=S)Nc1ccc(Br)cc1,24.0%
OC1(C(F)(F)F)CC(/C=C/c2cccs2)=NO1 (configuration not stated),13.0%

Part of the list above, field by field.
O=C(Nc1cccc(C(F)(F)F)c1)c1ccc(Br)c([N+](=O)[O-])c1
  RNase H inhibition = 2.0%
Cc1ccc(/C=C2\SC(=S)N(CCC(=O)Nc3cc(Cl)ccc3O)C2=O)cc1
  RNase H inhibition = 10.0%
C=CCc1ccc(OCCCOc2ccccc2C(C)=O)c(OC)c1
  RNase H inhibition = 3.0%
CCOC(=O)c1ccccc1NC(=O)COc1ccccc1
  RNase H inhibition = 26.0%

Remaining list, next part.
SMILES,RNase H inhibition
COc1ccc(C(=O)NC(=S)Nc2ccc(Cl)c(-c3nc4ccc(C)cc4o3)c2)cc1,12.0%
CON1C(=O)C(=O)N(OC)C(C)(C)C1C (configuration not stated),20.0%
NC(=O)c1ccccc1NC(=O)c1ccccc1I,12.0%
NC(N)=NS(=O)(=O)c1ccc(NS(=O)(=O)c2ccc3ccccc3c2)cc1,20.0%
O=C(CSc1nc2ccccc2o1)N=Nc1c(O)n(CN2CCCC2)c2ccccc12,14.0%
CC1=C(C(=O)OCc2ccccc2)C(c2ccccc2OC(C)C)C2=C(CCCC2=O)N1 (configuration not stated),11.0%
C/C(=N/NC(=O)CN(c1ccccc1)S(=O)(=O)c1ccccc1)c1ccccc1O,41.0%
COc1ccc(-n2c(C)cc(/C=C3\SC(=O)NC3=O)c2C)cc1,17.0%
NC(=O)CCC(NC(=O)c1ccc(-c2ccccc2)cc1)C(=O)O (configuration not stated),0.0%
Cc1c(C(=O)Nc2ccc3nn(-c4ccccc4)nc3c2)cccc1[N+](=O)[O-],14.0%
COc1cc(OC)c(OC)cc1C=C1C(=O)N(C)C(=O)N(C)C1=O,5.0%
Cc1ccc(C(C)C)cc1OCC(=O)NN,10.0%
CC1(C)CC(=O)C2=C(C1)OC1=C(C(=O)CC(C)(C)C1)C2(C)C,16.0%
Cc1cccc(Nc2nc3c(s2)CCCC3)c1,18.0%
CCOC(=O)c1c(N)sc(C(=O)Nc2cc(C)ccc2C)c1C,15.0%

More results.
SMILES,RNase H inhibition
O=C(CN1C(=O)c2ccc([N+](=O)[O-])cc2C1=O)Nc1ccc(Br)cc1C(=O)O,0.0%
O=C(c1ccc(F)c(F)c1)N1CCN(c2cc(N3CCCCC3)c(F)cc2[N+](=O)[O-])CC1,14.0%
COc1cccc(C=Nc2ccc(I)cc2)c1O,10.0%
CN1C(=O)c2ccc(N(C)C)cc2C1=O,4.0%
O=C(Nc1ccc(F)cc1F)c1ccccc1Br,0.0%
COc1cc(/C=C2/SC(=O)N(C)C2=O)ccc1OCc1cccc(C(=O)O)c1,24.0%
COc1ccc(C(=O)NC(=S)Nc2cc(-c3nc4ccccc4o3)ccc2C)cc1Cl,12.0%
CC(C(=O)O)N1C(=O)/C(=C/c2ccc(N(C)C)cc2)SC1=S (configuration not stated),2.0%
Cc1ccc(C(=O)C(C)[n+]2cccc(C(N)=O)c2)cc1 (configuration not stated),1.0%
CCCOc1cccc(C(=O)Nc2nc3ccccc3s2)c1,15.0%
Cc1cccc2c1NC(C)(C)c1sn(-c3ccc(C(F)(F)F)cc3)c(=S)c1-2,16.0%
Cc1c(C(c2cc(I)ccc2O)c2c(C)n(C)n(-c3ccccc3)c2=O)c(=O)n(-c2ccccc2)n1C,6.0%
CCOC(=O)C1=C(C)N=c2s/c(=C\c3ccccc3Cl)c(=O)n2C1c1cc(OC)ccc1OC (configuration not stated),10.0%
CCOC(=O)c1ccccc1NC(=O)COc1ccc(Cl)cc1C,50.0%*
CSc1nnc2c(n1)OC(c1cc3c(cc1Cl)OCO3)N(C(C)=O)c1ccccc1-2 (configuration not stated),17.0%

Remaining list, next part
mol | RNase H inhibition
C=CCN1C(=O)/C(=C\c2ccc(OC(=O)c3cccc(Br)c3)c(OC)c2)SC1=S | 9.0%
CN1C2=NC(=O)/C(=C/c3ccc([N+](=O)[O-])o3)N2c2ccccc21 | 8.0%
C=CCN1C(=O)/C(=C\c2cccc(Oc3ccccc3)c2)C(=O)NC1=S | 21.0%
CCCS(=O)(=O)c1c(S(=O)(=O)CCC)c2c3ccccc3ccn2c1C(=O)c1ccc(C)cc1C | 5.0%
COc1cc(/C=N\NC(=O)Cn2nnc(-c3ccccc3)n2)ccc1OC(=O)c1cc(F)c(F)cc1Cl | 3.0%
COC(=O)C1=C(C)N=c2s/c(=C/c3ccc(-c4ccccc4Cl)o3)c(=O)n2C1c1ccc(C(C)C)cc1 (configuration not stated) | 12.0%
Cc1occc1C(=O)Nc1cccc2ccccc12 | 8.0%
CCCOc1cccc(C(=O)Nc2ccc3c4c(cccc24)CC3)c1 | 9.0%
CCCC(=O)Nc1cccc(-c2nc3cc(Cl)ccc3o2)c1 | 4.0%
COC(=O)c1cc(C)sc1NC(=O)c1sc2cc(Cl)ccc2c1Cl | 12.0%
Cc1cccc(NCc2cccc([N+](=O)[O-])c2)c1 | 10.0%
CN(C)C(=O)COc1ccc2ccc(=O)oc2c1 | 0.0%
CCC(C)NC(=O)C1CC1c1ccccc1 (configuration not stated) | 8.0%
Nc1nnc(CCC(=O)c2ccccc2)s1 | 0.0%
O=C1CCC(=O)N1CNc1ccc(-c2ccccc2)cc1 | 0.0%
NS(=O)(=O)c1ccc(CCNC(=O)c2ccc(Cl)c(Cl)c2)cc1 | 18.0%
Cc1cc(OCC(=O)Nc2ccc(C(C)C)cc2)ccc1Br | 13.0%
CC12CCCCC1=NC(c1ccc([N+](=O)[O-])cc1)N2O (configuration not stated) | 6.0%
Cc1ccc(/C=N/NC(=O)Cn2cnc3ccccc32)o1 | 13.0%
COc1ccc(N(CC(=O)Nc2cccc(SC)c2)S(=O)(=O)c2ccccc2)cc1 | 8.0%
CCc1ccc(OCC(=O)NC(NC(=S)Nc2ccc(Cl)cc2)C(Cl)(Cl)Cl)cc1 (configuration not stated) | 19.0%
Cc1ccc(N2C(=O)NC(=O)/C(=C\c3ccc(-c4ccc(F)cc4)o3)C2=O)cc1C | 24.0%
O=S(=O)(Nc1ccc(N2CCOCC2)cc1)c1ccc(F)cc1 | 12.0%
CCN(CC)CC#CC(C)(O)C(C)C (configuration not stated) | 12.0%
O=C(NCc1ccco1)Nc1ccncc1 | 4.0%

Nothing new here: 6 of the compounds above.
mol | RNase H inhibition
Cc1cccc(NCc2cccc([N+](=O)[O-])c2)c1 | 10.0%
CN(C)C(=O)COc1ccc2ccc(=O)oc2c1 | 0.0%
CCC(C)NC(=O)C1CC1c1ccccc1 (configuration not stated) | 8.0%
Nc1nnc(CCC(=O)c2ccccc2)s1 | 0.0%
O=C1CCC(=O)N1CNc1ccc(-c2ccccc2)cc1 | 0.0%
NS(=O)(=O)c1ccc(CCNC(=O)c2ccc(Cl)c(Cl)c2)cc1 | 18.0%

Further records.
mol | RNase H inhibition
Cc1ccc(C(C)C)c(OCCNC(=O)c2cc(F)c(F)cc2Cl)c1 | 7.0%
CC(C)Oc1ccccc1C1Nc2ccccc2NC2=C1C(=O)CC(c1ccccc1)C2 (configuration not stated) | 1.0%
CS(=O)(=O)N(Cc1ccc(C(=O)NCc2ccc(Cl)cc2)cc1)c1ccccc1 | 6.0%
CCOc1ccc(C2/C(=C(\O)c3ccccc3)C(=O)C(=O)N2c2cccnc2)cc1 (configuration not stated) | 7.0%
CCOC(=O)C1=C(C)N=c2s/c(=C\c3ccc(OCc4ccc([N+](=O)[O-])cc4)cc3)c(=O)n2C1c1ccc(OC)cc1 (configuration not stated) | 0.0%
O=c1c(/C=C(\O)c2ccc(F)cc2)nc2ccccc2n1-c1ccccc1 | 14.0%
O=C(CN(c1cccc(C(F)(F)F)c1)S(=O)(=O)c1ccccc1)N1CCc2ccccc2C1 | 19.0%
COc1ccc(CNC2=CC(=O)OC23CCCCC3)cc1 | 0.0%
COc1cc(/C=N/Nc2nc(=O)[nH]nc2C)cc(OC)c1O | 14.0%
COc1ccc(N2C(=O)NC(=O)/C(=C/c3ccc(-c4ccc(C(=O)O)cc4)o3)C2=O)cc1 | 12.0%
COc1cccc(/C=N/NC(=O)C(=O)NCc2ccccn2)c1O | 0.0%
CC(=O)c1cccc(NC(=O)/C(=C\c2cccnc2)NC(=O)c2ccccc2)c1 | 13.0%
Cc1cccc(-c2nc3cc(NC(=S)NC(=O)c4ccccc4Cl)ccc3o2)c1 | 0.0%
CC1CCCN(S(=O)(=O)c2cccc3nonc23)C1 (configuration not stated) | 18.0%
Cc1cc2nc(-c3ccc(C)c(NC(=O)COc4ccc([N+](=O)[O-])cc4)c3)oc2cc1C | 15.0%
O=C(CN1C(=O)c2cccc3cccc(c23)C1=O)NCc1ccc2c(c1)OCO2 | 5.0%
O=C(CSc1nc2ccccc2s1)N/N=C/c1cccc2ccccc12 | 23.0%
Cc1ccc(N2C(=O)CC(Sc3nc4ccccc4s3)C2=O)cc1Cl (configuration not stated) | 20.0%
CCCOc1ccccc1C1C(C(=O)OCCc2ccccc2)=C(C)NC2=C1C(=O)CCC2 (configuration not stated) | 10.0%
CC(/C=C/c1ccccc1)=N/NS(C)(=O)=O | 3.0%
C=CCn1c(SCc2ccccc2)nnc1-c1ccc([N+](=O)[O-])cc1 | 9.0%
NS(=O)(=O)c1ccc(NS(=O)(=O)/C=C/c2ccccc2)cc1 | 0.0%
COc1cc(C2NC(=O)NC(C)=C2C(=O)OCC2CCCO2)cc(Cl)c1O (configuration not stated) | 0.0%
COc1ccc(Br)cc1CN1CCN(Cc2ccc3c(c2)OCO3)CC1 | 8.0%
Cc1ccc2oc(-c3ccc(C)c(NC(=O)c4cc5ccccc5o4)c3)nc2c1 | 0.0%
COc1cc(-c2ncnn2-c2ccc(Cl)cc2)cc(OC)c1OC | 2.0%
CCC(=O)N1c2ccccc2C(N(C(=O)c2ccccc2)c2cccc([N+](=O)[O-])c2)CC1C (configuration not stated) | 10.0%

Screening results deposited in PubChem by MTDP.
